# From PubChem BioAssay
# Tb PYK inh: qHTS of Trypanosoma Brucei Inhibitors; pyruvate kinase (Trypanosoma brucei), Q57TT1; TbPYK enzyme, Kinase-Glo Plus ATP luminescence, 45 min; Potency, µM (series often up to 76.8 µM), for the others: top-dose activity, negative = inhibition, usual class: inhibitors; hit rate 0.12% among 410,000; further: nearly all actives have a fitted effect of over 50% in size
#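 Assay buffer: 50 mM TEA pH 7.2, 100 mM KCl, 10 mM MgCl2, 0.05% BSA, 0.01% Tween-20. Pyruvate kinase from T. brucei plus substrate met compound, then ADP (130 uM final). Luminescence was read post 45 min RT.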
# Sm TGR inh: qHTS Assay for the Inhibitors of Schistosoma Mansoni Peroxiredoxins; purified TGR, DTNB reduction, TNB absorbance 405 nm; hit rate 3% among 360,000; AID 485364, 2010; Potency, µM (top dose mostly 114 µM), for the others: top-dose activity change, negative = inhibition, hits mostly inhibitors; further: nearly all actives have a fitted effect of over 60% in size
#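 First, TGR (20 nM dispensed) and NADPH were mixed with compound. Second, a 15 min room-temperature incubation followed. Third, further NADPH and then DTNB were added to start the reaction. Finally, TNB absorbance was monitored kinetically.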
# * hit, by the source's call; [ ] = another dose, or the depositor's remark. The call rests on the fitted dose curve; in most records, active means well fitted curve in the direction sought with a large enough effect; inconclusive means small, poorly fitted or top-dose-only effect, or another doubt; inactive means no such curve, though single readings can be large; an effect the other way counts as inactive or inconclusive. On the % scale 0 is the no-effect control and ±100 the full control effect; potency means the concentration at half of the fitted maximal effect. A portion of the library; the hit share may differ from the screen's.
no.	Structure	Tb PYK inh	Sm TGR inh
1	CCOC(=O)c1cccc(NC(=O)C2CCCN(S(=O)(=O)c3ccc4c(c3)oc(=O)n4C)C2)c1 (stereo unspecified)	-10%	3%
2	Cc1cc(=O)n(CC(=O)N2CCCCC2)c2c1c(C)nn2C	9%	0%
3	CCCCOC(=O)c1ccc(NC(=O)CSc2nc3c(c(=O)[nH]2)CCCC3)cc1	-2%	0%
4	COc1ccc(-c2cc(C(=O)Oc3ccc(Cl)cc3)c3ccccc3n2)cc1	-10%	-1%
5	CC(=O)Nc1ccc(NC(=O)CN2C(=O)CC(c3ccco3)Sc3ccccc32)cc1 (stereo unspecified)	-4%	-1%
6	O=c1c2sc3ccccc3c2n(Cc2ccc(Cl)cc2)c(=O)n1Cc1ccco1	0%	-8%
7	Cc1cccc(NC(=O)C(=O)NCC(c2cccnc2)N2CCc3ccccc32)c1C (stereo unspecified)	-4%	-11%
8	COc1ccc(NC(=O)CCc2nnc3n(Cc4ccc(C)cc4)c(=O)c4ccccc4n23)cc1	2%	-12%
9	CCOC(=O)c1c(C)[nH]c(CCC(=O)NCc2ccc(OC)cc2OC)c1C	6%	1%
10	Fc1ccc(CN2CCc3nc(N4CCN(c5ccccc5F)CC4)ncc3C2)c(F)c1	1%	-1%
11	O=C(Nc1cccc(Cl)c1)c1cc(S(=O)(=O)N2CCC3(CC2)OCCO3)ccc1F	1%	-4%
12	CCSc1nn(CC(=O)Nc2cccc(CC)c2)c(N)c1S(=O)(=O)c1ccccc1	0%	2%
13	CCn1c(=O)n(-c2cccc(Cl)c2)c(=O)c2sc3ccccc3c21	3%	-2%
14	Cc1ccc2onc(CNC(=O)NCc3cccc(Cl)c3)c2c1	-1%	-3%
15	CCSc1nnc2c(n1)OC(CC)N(C(C)=O)c1ccccc1-2 (stereo unspecified)	3%	-2%
16	CCCCn1cc(S(=O)(=O)c2ccc(C)c(C)c2)c(=O)c2cc(F)c(N3CCN(C)CC3)cc21	-4%	2%
17	COC(=O)c1sccc1S(=O)(=O)N1CCN(c2ccc(Cl)cc2)CC1	1%	-3%
18	Cc1ccc(-n2ncc(C(=O)N(C)Cc3ccccc3)c2-n2cccc2)cc1	2%	3%
19	CCc1ccc(NC(=O)Cn2c(=O)ccc3cc(S(=O)(=O)N4CCCC4)ccc32)cc1	1%	17%
20	O=C(Nc1cc(C(F)(F)F)ccc1Cl)c1noc2c1CCCCC2	-2%	3%
21	CCOc1cccc(C(=O)Nc2nnc(S(=O)(=O)N(C)c3ccc(C)cc3)s2)c1	0%	2%
22	CCc1ccc(CNC(=O)CN2C(=O)CSc3ccc(S(=O)(=O)N4CCOCC4)cc32)cc1	-8%	-1%
23	COc1ccc(-c2cnc(C)o2)cc1S(=O)(=O)Nc1ccc(C)c(F)c1	1%	-4%
24	CCOc1ccccc1CNC(=O)c1ccc(Cn2c(=O)c3cccn3c3cccnc32)cc1	-4%	-2%
25	CC1=C(C(=O)NCc2ccccc2F)C2(CCCCC2)OC1=O	1%	3%
26	CC(=O)c1cccc(NC(=O)c2noc3c2CSc2ccccc2-3)c1	-3%	11µM*
27	Cc1c(Cl)cccc1NS(=O)(=O)c1ccc(NS(=O)(=O)c2ccc3c(c2)OCCO3)cc1	-4%	10%
28	O=S(=O)(c1ccc(F)cc1)N(CC(O)Cn1c2ccccc2c2ccccc21)c1ccccc1 (stereo unspecified)	-1%	-2%
29	COc1cccc(Cn2c(NCc3ccc(C)cc3)nc3c2c(=O)n(C)c(=O)n3C)c1	1%	2%
30	COc1ccc(Cc2c(C)nn(-c3nc(C)c(C(=O)Nc4ccc(C)cc4C)s3)c2C)cc1	-1%	-7%

# Single records (already shown). Values in the order: Tb PYK inh, Sm TGR inh
# CCc1ccc(CNC(=O)CN2C(=O)CSc3ccc(S(=O)(=O)N4CCOCC4)cc32)cc1 across the screens: -8%, -1%
# CCOC(=O)c1c(C)[nH]c(CCC(=O)NCc2ccc(OC)cc2OC)c1C across the screens: 6%, 1%
# O=C(Nc1cccc(Cl)c1)c1cc(S(=O)(=O)N2CCC3(CC2)OCCO3)ccc1F across the screens: 1%, -4%

# Quoted from the entries so far, seven compounds:
no.	Structure	Tb PYK inh	Sm TGR inh
1	CCOC(=O)c1cccc(NC(=O)C2CCCN(S(=O)(=O)c3ccc4c(c3)oc(=O)n4C)C2)c1 (stereo unspecified)	-10%	3%
2	Cc1cc(=O)n(CC(=O)N2CCCCC2)c2c1c(C)nn2C	9%	0%
3	CCCCOC(=O)c1ccc(NC(=O)CSc2nc3c(c(=O)[nH]2)CCCC3)cc1	-2%	0%
4	COc1ccc(-c2cc(C(=O)Oc3ccc(Cl)cc3)c3ccccc3n2)cc1	-10%	-1%
5	CC(=O)Nc1ccc(NC(=O)CN2C(=O)CC(c3ccco3)Sc3ccccc32)cc1 (stereo unspecified)	-4%	-1%
6	O=c1c2sc3ccccc3c2n(Cc2ccc(Cl)cc2)c(=O)n1Cc1ccco1	0%	-8%
7	Cc1cccc(NC(=O)C(=O)NCC(c2cccnc2)N2CCc3ccccc32)c1C (stereo unspecified)	-4%	-11%

# (listing goes on)
no.	Structure	Tb PYK inh	Sm TGR inh
31	COc1ccc(S(=O)(=O)N(CC(=O)Nc2cc(C)cc(C)c2)c2ccc(Cl)cc2)cc1	6%	-5%
32	COc1ccc(NC(=O)Cn2cc(S(=O)(=O)N3CCC(C)CC3)c3ccccc3c2=O)cc1Cl	2%	7%
33	Cc1c(C(=O)NCc2ccc(F)cc2)sc2nc(-c3ccc(F)cc3)cn12	-10%	-2%
34	COc1cc2nc(SCc3cccc(Cl)c3)n3nc(CCn4nc(C)cc4C)nc3c2cc1OC	2%	35%
35	Cc1ccc(C)c(Cn2c(=O)n(Cc3ccco3)c(=O)c3oc4ccccc4c32)c1	1%	-4%
36	CCCCCOc1ccc(/C=C/C(=O)Nc2sc3c(c2C(=O)OCC)CCC3)cc1OC	-13%	-10%
37	COc1ccc(-c2[nH]c3ccccc3c2SCCNC(=O)c2cc(OC)c(OC)c(OC)c2)cc1	1%	8%
38	CCN(C(=O)CSc1nnc(-c2cc(OC)c(OC)c(OC)c2)o1)c1ccccc1	-2%	20µM*
39	Cc1c(C(=O)OCC2CCCCC2)[nH]c2c1C(=O)CC(c1ccccc1Cl)C2 (stereo unspecified)	-4%	8%
40	COc1ccc(Cn2c(=O)c3oc4ccccc4c3n(CC(=O)Nc3ccc(F)cc3F)c2=O)cc1	1%	7%
41	CCc1ccccc1Nc1nn2c(=O)c3ccc(C(=O)NCCC4=CCCCC4)cc3nc2s1	1%	1%
42	CCOc1ccc(CNC(=O)c2ccc(-c3nc(CSc4ccc(C)cc4)c(C)o3)cc2)cc1	-2%	-7%
43	COc1ccc(C)cc1NC(=O)c1cnc2ccc(C)cn2c1=O	1%	-14%
44	O=C(c1cc2c(=O)oc3ccccc3c2s1)N1CCN(c2cccc(Cl)c2)CC1	-2%	-2%
45	O=C(CCCn1c(=O)c2ccccc2n(CC(=O)Nc2cccc(C(F)(F)F)c2)c1=O)NCc1ccc2c(c1)OCO2	-14%	1%
46	CCc1ccc(Nc2cc(C(=O)NCCCN(C)c3ccccc3)c3ccccc3n2)cc1	9%	3%
47	Cc1ccc(C)c(N2CCN(C(=O)CN3C(=O)COc4ccc(S(=O)(=O)N5CCCCCC5)cc43)CC2)c1	6%	-10%
48	CCOc1ccc(CNC(=O)C2CCCN(S(=O)(=O)c3ccc4c(ccn4C)c3)C2)cc1 (stereo unspecified)	-3%	1%
49	CCOc1cccc2sc(NC(=O)c3ccc(S(=O)(=O)N4CCc5ccccc54)cc3)nc12	2%	-1%
50	CCc1ccc2nc(N3CCN(C(=O)C4CC4)CC3)sc2c1	-10%	7%
51	COc1ccc(-c2cc(C(F)(F)F)nc(NCc3ccccc3)n2)cc1OC	1%	8%
52	Cc1cccc(C(=O)NCc2nc3ccccc3n2Cc2ccccc2Cl)c1	-2%	-4%
53	CCc1ccc(S(=O)(=O)c2nnn(-c3ccc(F)cc3)c2N)cc1	1%	2%
54	COc1ccccc1CNC(=O)C(NS(=O)(=O)c1ccc2c(c1)CCN2C(C)=O)C(C)C (stereo unspecified)	0%	-5%
55	O=C(NCCc1csc(-c2cccc(F)c2)n1)c1cccs1	2%	5%
56	CCc1nnc(NC(=O)CSc2nc3c([nH]c4ccccc43)c(=O)n2-c2ccc(F)cc2)s1	-1%	1%
57	Cc1ccc(Cl)cc1NC(=O)/C(C#N)=C\c1cn(Cc2ccc(F)cc2)c2ccccc12	3%	-2%
58	COc1ccc(-c2oc3ncn4nc(COc5ccc(Cl)cc5)nc4c3c2-c2ccc(OC)cc2)cc1	-4%	4%
59	Cc1cccc(-n2ccnc2SCC(=O)Nc2nc3ccccc3s2)c1	-2%	3%
60	CCN1C(C(=O)c2ccccc2)=C(OC(=O)COc2ccc(C)cc2)c2ccccc2S1(=O)=O	7%	10µM*

# The closing two compounds of the part before open the next one:
no.	Structure	Tb PYK inh	Sm TGR inh
59	Cc1cccc(-n2ccnc2SCC(=O)Nc2nc3ccccc3s2)c1	-2%	3%
60	CCN1C(C(=O)c2ccccc2)=C(OC(=O)COc2ccc(C)cc2)c2ccccc2S1(=O)=O	7%	10µM*
61	Cc1ccc2c(=O)cc(C(=O)Nc3sc4c(c3C(=O)NCC3CCCO3)CCCC4)oc2c1 (stereo unspecified)	5%	1%
62	COc1ccc(Cl)cc1NC(=O)CSc1cn(CC(=O)N2CCCC2)c2ccccc12	-16%	9%
63	CCOc1ccc(C(=O)c2cn(CC(=O)Nc3cc(OC)ccc3OC)c3cc(OC)c(OC)cc3c2=O)cc1	1%	-4%
64	CCN1C(=O)c2ccccc2S(=O)c2ccc(C(=O)N3CCN(c4ccccc4OC)CC3)cc21 (stereo unspecified)	-4%	-9%
65	Cc1cccc(NC(=O)Cn2c(=O)nc(-c3ccccc3)c3ccccc32)c1C	0%	2%
66	Cc1cc(C)c2oc(C(=O)Nc3sc4c(c3C(=O)NCc3ccco3)CCCC4)cc(=O)c2c1	0%	6%
67	Cc1cc(C(F)F)n2nc(C(=O)Nc3cccc(Cl)c3C)nc2n1	-1%	9%
68	COc1ccc(C2C(=O)N(C3CCCCCC3)CC(=O)N2Cc2ccc(C)cc2)cc1 (stereo unspecified)	-4%	16%
69	Cn1ccc2cc(S(=O)(=O)N3CCCC(C(=O)NCc4ccc(F)cc4)C3)ccc21 (stereo unspecified)	4%	0%
70	CCOC(=O)c1c(NC(=O)c2cc(-c3ccc(OC)cc3)on2)sc(C)c1C	10%	-2%
71	Cc1ccccc1CNC(=O)CCCn1c(=O)c2cccn2c2cccnc21	1%	-2%
72	COc1ccc(NC(=O)CCc2nnc3n(CC(C)C)c(=O)c4ccccc4n23)cc1OC	0%	2%
73	O=C(NCc1ccccc1Cl)c1ccc(CSCc2cccc(F)c2)o1	-4%	-2%
74	CCn1cc(C(=O)N2CCN(c3ccc(F)cc3)CC2)c(=O)c2cc(S(=O)(=O)N(C)C3CCCCC3)ccc21	0%	2%
75	CCc1nn(CC(=O)NCc2cccc(OC)c2OC)c(=O)c2cc3occc3n12	-2%	6%
76	CSc1nnc(NC(=O)c2cc(=O)c3cc(C)c(C)cc3o2)s1	1%	1%
77	COCCCNC(=O)CSc1nc2c(sc3ccccc32)c(=O)n1CCCC(=O)NCCOC	-3%	6%
78	Cn1c(C(=O)NCc2ccc(F)cc2)cc2cc(S(=O)(=O)N3CCCCC3)ccc21	0%	8%
79	CC1CCN(CC2CCN(C(=O)Nc3ccc(Br)cc3F)CC2)CC1	3%	-3%
80	CCOc1cc(C(=O)Nc2c(NC)c3ccccc3oc2=O)cc(OCC)c1OCC	1%	10%
81	CCCCN(CC)CCCNC(=O)CCN1N=C(c2ccc(OC)cc2)CCC1=O	-2%	-12%
82	COc1ccc(-c2noc(-c3nnn(-c4cc(C)ccc4C)c3N)n2)cc1	4%	-3%
83	COC(=O)c1cc(OC)c(OC)cc1NC(=O)c1ccc2c(c1)CCN2S(C)(=O)=O	2%	-2%
84	O=S(=O)(NCc1ccc(F)cc1)c1ccc(N2CCCCS2(=O)=O)cc1	-4%	-13%
85	O=C(Nc1ccc(N2CCN(CCOc3ccc(Cl)cc3)CC2)c(C(=O)O)c1)c1ccc(F)cc1	6%	3%
86	Cc1cc(F)ccc1NC(=O)Cn1nc(N2CCN(c3ccccc3)CC2)ccc1=O	1%	-14%
87	COc1ccccc1N1CCN(c2ccc(=O)n(CC(=O)Nc3ccc(F)c(F)c3)n2)CC1	2%	-10%
88	Cc1cc(C)cc(C(=O)Nc2c(C(=O)Nc3ccccc3F)oc3ccccc23)c1	-11%	18%
89	O=C(NCc1cccc(Cl)c1)c1ccc2nc(N3CCCCC3)sc2c1	-1%	-1%
90	Cc1cc(OCC(=O)NCC2(N(C)C)CCCCC2)cc(C)c1Cl	0%	0%
91	Cc1cccc(OCC(=O)Nc2ccc3nc(Nc4cccc(C(F)(F)F)c4)cc(C)c3c2)c1	7%	1%
92	CCn1c(=O)n(-c2ccc3c(c2)OCO3)c2nc(-c3ccc(C(C)C)cc3)nc(C(N)=O)c21	6%	-12%
93	CC(=O)N(Cc1cccnc1)c1nc2c(F)cc(F)cc2s1	1%[15.4 µM]	2%
